High-throughput results deposited in PubChem BioAssay by several laboratories.
ABHD4 inh: inhibits mouse alpha/beta hydrolase domain 4. Q8VD66. purified mABHD4, FP-Rh probe fluorescence polarization. inhibition, % at 8.92 µM. 0.54% of 370,000 active. AID 720543;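 active = inhibition exceeding the mean over every tested compound plus 3 SD, cut at about 30% in these data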;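 note: 0% = plate median of compound wells and 100% = S159A mutant with DMSO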
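assay system = mABHD4 protein | compound dosing = single nominal dose of 8.92 µM, 0.89% DMSO final | read-out basis = percent inhibition of probe binding, normalized to plate controls | schedule = Enzyme–compound pre-incubation 45 min, then probe 60 min, both 25 °C | detection = fluorescence polarization, excitation 525 nm, emission 598 nm, BODIPY TMR filters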
NR1D1 modulator: modulates human Rev-erb alpha binding to DNA. Rev-erbα–FITC-DNA binding, fluorescence polarization, 90 min. AID 1259318. 0.79% of 370,000 active. activity, % at 10 µM. P20393;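 active = activity above about 14%, limit read from the data; passing the limit was not always enough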;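 note: 0% = DMSO wells with 35 nM protein and 100% = DMSO wells with 750 nM protein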
NPR1 activator: GC-A (human) enzyme activation. HEK293 GC-A cells, cGMP TR-FRET, EC30 ANP; 0% at EC30 ANP, 100% saturating ANP. P16066. AID 1671463. 0.14% of 370,000 active. activation, % at 10 µM; in the data active = activation above about 40%
NPR2 activator: GC-B (human) receptor activation | HEK293-GC-B cells, CNP EC30, cGMP TR-FRET; 0% at EC30 CNP, 100% saturating CNP | activation, % at 10 µM | 0.11% of 370,000 active;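 active = activation at 10 µM reaching about 35% in either raw or pattern-adjusted values, limit read from the data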
SMARCA2 activ: SMARCA2 function activation, primary screen | MG213 cells, MMTV-luciferase reporter, dexamethasone, overnight | activation, % at 9.1 µM | 1% of 370,000 active | AID 652017; in the data active = activation above about 7.8%;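 note: 0% = vehicle wells and 100% = reference activator wells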
HTRA1 inhibitor: blocks human HTRA1 serine peptidase | 0.5% of 340,000 active | Q92743 | recombinant HTRA1, FP-rhodamine activity-based probe, fluorescence polarization | inhibition, % at 5.96 µM; in the data active = inhibition above about 36%;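 note: 0% = enzyme with DMSO and 100% = wells lacking enzyme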
Target sequence (Q92743 whole entry, looked up): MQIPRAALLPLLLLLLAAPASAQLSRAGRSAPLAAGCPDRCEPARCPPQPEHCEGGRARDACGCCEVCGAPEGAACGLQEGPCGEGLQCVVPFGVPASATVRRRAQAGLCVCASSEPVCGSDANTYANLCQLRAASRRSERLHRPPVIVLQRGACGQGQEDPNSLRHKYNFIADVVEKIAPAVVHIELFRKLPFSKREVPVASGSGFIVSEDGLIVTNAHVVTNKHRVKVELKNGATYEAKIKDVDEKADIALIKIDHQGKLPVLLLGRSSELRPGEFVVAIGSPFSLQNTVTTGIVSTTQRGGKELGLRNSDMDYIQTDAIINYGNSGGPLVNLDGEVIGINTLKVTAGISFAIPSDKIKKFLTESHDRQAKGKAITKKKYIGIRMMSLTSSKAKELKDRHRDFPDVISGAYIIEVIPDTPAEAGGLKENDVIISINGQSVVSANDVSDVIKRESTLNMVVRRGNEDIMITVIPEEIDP
ARFGAP1 inhibitor: rat ARFGAP1 inhibition; Q62848; Arfgap1-stimulated ARF1 GTP hydrolysis, GDP FP detection; inhibition, % at 16.5 µM; 0.26% of 360,000 active; AID 651572;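 active = inhibition above a per-plate limit, mean inhibition of low control wells plus 3 SD, cut at about 25% in these data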;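 note: 0% = DMSO wells with enzyme and 100% = wells lacking Arfgap1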
Target sequence (Q62848 1-136 limits assumed): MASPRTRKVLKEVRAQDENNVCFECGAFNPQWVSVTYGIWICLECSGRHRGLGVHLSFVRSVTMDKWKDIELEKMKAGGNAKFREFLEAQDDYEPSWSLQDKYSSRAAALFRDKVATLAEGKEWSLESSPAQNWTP
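Assay system: purified rat His6-Arfgap1 residues 1-136 (GAP domain); Reagent: human Δ17 ARF1 bound to GTP; Dosing: 16.5 µM single point, 1.26% DMSO; Times: GTP hydrolysis reaction 2 h at 25 °C; Signal: FP, GDP Alexa 633 tracer displaced from anti-GDP antibody, 620/688 nm; Measure: % inhibition from polarization.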
rCAG binder: binds r(CAG) RNA repeats. r(CAG) RNA repeat, TO-PRO-1 dye displacement fluorescence. inhibition, % at 3 µM. 1.3% of 370,000 active. AID 651821;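 active = inhibition above the plate cutoff, the mean of all test compounds on that plate plus 3 SD, cut at about 35% in these data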;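 note: 0% = DMSO alone and 100% = 100 µM mitoxantrone as full dye displacement; higher means more dye released from RNA so lower well fluorescence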
PG9 binder: binds the HIV-1 gp120 antibody PG9; TR-FRET gp120-PG9 antibody binding; inhibition, % at 6.7 µM; 0.43% of 360,000 active; in the data active = inhibition above about 8.5%
ASAP1 inh: ASAP1 ArfGAP inhibition. Q9ULH1. ASAP1-stimulated ARF1 GTP hydrolysis, GDP FP detection. inhibition, % at 16.5 µM. 0.19% of 360,000 active. AID 624377; in the data active = inhibition above about 25%;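 note: 0% = vehicle with enzyme and substrate and 100% = no enzyme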
Target sequence (Q9ULH1 325-724 limits assumed): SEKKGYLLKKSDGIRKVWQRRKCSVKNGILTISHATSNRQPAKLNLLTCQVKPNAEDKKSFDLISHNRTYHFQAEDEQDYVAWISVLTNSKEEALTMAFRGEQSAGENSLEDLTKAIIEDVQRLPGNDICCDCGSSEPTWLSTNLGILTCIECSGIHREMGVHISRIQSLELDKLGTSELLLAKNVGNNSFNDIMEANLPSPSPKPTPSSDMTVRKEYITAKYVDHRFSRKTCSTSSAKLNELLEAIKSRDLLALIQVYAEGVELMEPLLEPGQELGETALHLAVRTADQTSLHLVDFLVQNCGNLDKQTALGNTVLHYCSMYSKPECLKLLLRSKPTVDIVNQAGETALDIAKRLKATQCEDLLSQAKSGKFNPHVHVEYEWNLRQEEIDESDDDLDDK
Numbers without * were called inactive; · = no result given.

SMILES | ABHD4 inh | NR1D1 modulator | NPR1 activator | NPR2 activator | SMARCA2 activ | HTRA1 inhibitor | ARFGAP1 inhibitor | rCAG binder | PG9 binder | ASAP1 inh
CCOC(=O)N1CCN(S(=O)(=O)c2ccc(C(=O)N(CCN(CC)CC)c3nc4c(C)cccc4s3)cc2)CC1 | 7 | -5 | -6 | -3 | -2 | -31 | 0 | -1 | -0.5 | 9
COC(=O)c1cc(NS(=O)(=O)c2ccc(N3CCOCC3)c(N)c2)cc(C(=O)OC)c1 | 19 | 9 | -1 | -1 | 0 | 2 | 0 | 19 | -1.3 | -4
COC(=O)c1cn(C(=O)c2cc(Cl)ccc2Cl)c2ccccc12 | 0 | 1 | -9 | 6 | 3 | -3 | 5 | 0 | -1.3 | -1
Cc1ccc(C(=O)O/N=C(\N)c2ccccn2)cc1Cl | -6 | -3 | 2 | -3 | 3 | -3 | -2 | 0 | -1.7 | -11
Cc1cccc(N2CCN(C(=O)c3ccc(-n4cncn4)c([N+](=O)[O-])c3)CC2)c1C | 7 | 2 | -3 | 0 | -3 | -2 | 5 | -8 | -2.3 | 6
Clc1ncn(C23CC4CC(CC(C4)C2)C3)n1 | 7 | -1 | 4 | 9 | 0 | 2 | -2 | -7 | 1.7 | 2
COc1cccc(NC(=O)c2oc3ccccc3c2NC(=O)C2CC2)c1 | -14 | 2 | -1 | -65 | 1 | -48 | 9 | 2 | -1.4 | 2
CN(C)c1ccc(N2C(=NC(=O)CCC3CCCC3)SC3CS(=O)(=O)CC32)cc1 (stereo unspecified) | 1 | 18 | -5 | 1 | -1 | 3 | 13 | 1 | 1.4 | -2
CC1CCCN(C(=O)Nc2ccc([N+](=O)[O-])cc2)C1 (stereo unspecified) | -4 | -5 | 4 | 7 | 2 | · | 2 | 3 | 0.6 | 12
Cn1c2c(c(=O)n(C)c1=O)C(c1ccc(Cl)cc1)C(C#N)=C(N)O2 (stereo unspecified) | 4 | 0 | -2 | 3 | -2 | -4 | -12 | 2 | -1.9 | 2
C=CCNc1nc(C(=O)OCC(=O)NCc2cccc(Cl)c2)cs1 | 4 | -1 | -4 | -1 | 1 | -13 | -11 | 3 | 0.2 | 0
O=C(Cc1c[nH]c2ccccc12)Nc1nc2ccccc2[nH]1 | 16 | -4 | 1 | -2 | 3 | 0 | 7 | 9 | -0.7 | 5
Cc1ccc2c(c1)NC(=O)C(CC(=O)NCCCN1CCCCC1)O2 (stereo unspecified) | 2 | 8 | 4 | -2 | -1 | 8 | -14 | 3 | -0.3 | -10
CC(=O)c1cccc(NC(=O)/C(=C/c2ccncc2)NC(=O)c2ccccc2)c1 | -5 | 7 | -4 | 1 | 0 | 5 | 2 | -2 | -1.0 | 11
CCC(NC(=O)NNC(N)=S)(C(F)(F)F)C(F)(F)F | -2 | -9 | 4 | -5 | -1 | 0 | -11 | -3 | -0.1 | 1
COc1ccc(NC(=S)N/N=C/c2ccc(F)cc2)cc1OC | 5 | -3 | -3 | -4 | 3 | -7 | -5 | 2 | -1.3 | 2
CN(CCOc1ccccc1)C(=O)c1ccc2c(c1)OCO2 | 1 | -1 | -1 | 3 | 1 | 4 | 11 | 0 | 1.7 | -2
CC(=O)Nc1ccc(Cl)cc1C(=O)c1ccc[nH]1 | -4 | 1 | 4 | -2 | -7 | 1 | 11 | 1 | 1.5 | -6
CC(C)(C)NCCOCCOc1ccccc1-c1ccccc1 | 4 | -1 | -7 | 0 | 1 | 22 | -4 | -1 | 0.6 | -5
O=C(NCC1CCCCC1)C12CN(Cc3ccccc3)CC1C(c1cccc([N+](=O)[O-])c1)=NO2 (stereo unspecified) | 2 | -2 | -4 | 0 | 1 | -12 | 5 | 2 | 0.2 | -1
O=C(CCc1ccccc1)N[C@H]1[C@@H](OC(=O)c2ccco2)CCC[C@]12C(=O)N(Cc1ccccc1)c1ccccc12 | 6 | -4 | -4 | -7 | -2 | · | · | 4 | · | ·
CCn1nc2cc(C(=O)NCCc3cccs3)ccc2c1OC | 11 | -1 | 0 | 3 | 5 | 5 | -15 | -7 | -0.7 | 12
O=C(NCc1ccccc1)C(c1ccc(F)cc1)N(Cc1cccs1)C(=O)c1cnccn1 (stereo unspecified) | 5 | 0 | -9 | -5 | 1 | 1 | 5 | -1 | -1.6 | -3
CCCCc1c(O)nc(SCC(=O)c2ccccc2)n(-c2ccccc2C)c1=O | -5 | 0 | 2 | -2 | -1 | -6 | 11 | 11 | -2.4 | -7
CSC1=NCCN1S(=O)(=O)c1ccc(F)cc1 | -1 | 0 | 2 | 4 | 5 | -3 | 8 | 2 | -0.4 | 4

An excerpt from above in order of the PG9 binder value, falling:
molecule	NR1D1 modulator	NPR1 activator	NPR2 activator	SMARCA2 activ	HTRA1 inhibitor	ARFGAP1 inhibitor	PG9 binder	ASAP1 inh
CC1CCCN(C(=O)Nc2ccc([N+](=O)[O-])cc2)C1 (stereo unspecified)	-5	4	7	2	·	2	0.6	12
C=CCNc1nc(C(=O)OCC(=O)NCc2cccc(Cl)c2)cs1	-1	-4	-1	1	-13	-11	0.2	0
COc1cccc(NC(=O)c2oc3ccccc3c2NC(=O)C2CC2)c1	2	-1	-65	1	-48	9	-1.4	2

Just HTRA1 inhibitor, ARFGAP1 inhibitor and NPR1 activator, for some of the entries so far:
SMILES	HTRA1 inhibitor	ARFGAP1 inhibitor	NPR1 activator
CC(=O)Nc1ccc(Cl)cc1C(=O)c1ccc[nH]1	1	11	4
CC(C)(C)NCCOCCOc1ccccc1-c1ccccc1	22	-4	-7

(continued)
SMILES | ABHD4 inh | NR1D1 modulator | NPR1 activator | NPR2 activator | SMARCA2 activ | HTRA1 inhibitor | ARFGAP1 inhibitor | rCAG binder | PG9 binder | ASAP1 inh
COc1ccc(-n2nc(C(=O)N3CCCCC3)c3ccccc3c2=O)cc1 | -12 | -3 | 0 | 6 | 1 | 4 | -2 | -8 | -2.3 | 8
CCc1cccc(C)c1NC(=O)CSc1nnc(CCCOc2ccc(Cl)cc2Cl)n1C | -3 | 0 | -9 | -5 | -4 | -3 | 25* | 5 | 1.6 | 10
CC1Cc2cc(/C(O)=C3/C(=O)C(=O)N(CCN4CCOCC4)C3c3cccc(O)c3)ccc2O1 (stereo unspecified) | 2 | 3 | -1 | 0 | 3 | -2 | 18 | 4 | -0.1 | -11
COc1ccc(CCNC(=O)CN(C)S(=O)(=O)c2cccs2)cc1 | -2 | -4 | 3 | 0 | -2 | 3 | 1 | 4 | -1.1 | 6
COC(=O)CSc1nnc(-c2sc3cc(OC)ccc3c2Cl)n1C | -6 | 3 | 0 | 2 | 1 | 4 | 4 | -8 | -1.5 | -4
Cc1ccc(S(=O)(=O)N(C)CC(=O)Nc2ccc(C)cn2)cc1 | -1 | -1 | 2 | -1 | 1 | -1 | -8 | -4 | -0.3 | -6
CCN(CC)c1ccc(/C=N/NC(=O)c2ccc3nc[nH]c3c2)cc1 | 1 | 0 | 0 | -3 | -1 | -5 | -1 | 7 | -9.9 | -3
CC1(C(=O)Nc2ccc3c(c2)OCCO3)CN(S(C)(=O)=O)CC(=O)N1C1CCCCCC1 (stereo unspecified) | -2 | -3 | -2 | 1 | -2 | · | -1 | 4 | -2.2 | -15
Cc1cc2nc3n(c2cc1C)CC1CC(C(=O)NCc2cccc(Br)c2)N(C)C31 (stereo unspecified) | 0 | -3 | 0 | 5 | 2 | -15 | -3 | -3 | 1.0 | -4
Cc1ccc(N(Cc2cc3cc(C)ccc3[nH]c2=O)S(=O)(=O)c2ccccc2)cc1 | 4 | 16 | -2 | -1 | -5 | -4 | 4 | 5 | 2.1 | -13
COc1ccccc1/C=C(/C(=O)OCC(=O)Nc1ccccc1C)c1ccccc1 | -19 | 3 | -2 | -2 | 0 | -46 | 1 | 0 | -1.6 | 20
COc1ccc(C(=O)Nc2nccs2)cc1OC | -5 | -3 | -2 | 0 | 4 | 1 | 5 | 4 | 1.1 | -2
CC(c1ccccc1)n1cc(C(=O)NCC2CCCO2)nn1 (stereo unspecified) | -1 | 1 | -6 | 3 | 1 | -2 | 0 | -4 | -0.1 | -4
Cc1ccn2c(C(=O)NN=C3CCCCCCC3)c(C)nc2c1 | 5 | -2 | 3 | 3 | -4 | 9 | 2 | 1 | -1.4 | -4
Cn1c(CN2CCOCC2)nc2cc(NC(=O)c3ccc(Cl)cc3)ccc21 | 1 | 2 | 16 | 5 | -5 | -4 | 3 | -6 | -1.2 | 13
Cc1nnc(SCC(=O)NC2CCCC2)n1CCc1ccccc1 | 6 | 1 | -1 | 0 | 2 | 4 | -2 | -2 | -1.6 | 6
CC(C)C[C@H](NC(=O)OC(C)(C)C)C(=O)NCC1CCC(C(=O)N[C@@H](Cc2ccccc2)C(=O)O)CC1 (stereo partly specified) | -4 | -4 | 3 | 4 | -2 | 2 | 1 | 2 | -0.9 | -6
N/C(=N\OC(=O)c1ccc2c(c1)OCO2)c1ccncc1 | -7 | -3 | -2 | 1 | 1 | -1 | 10 | 1 | 1.5 | 1
CCCCn1nnnc1C(c1ccccc1)N1CCN(CC)CC1 (stereo unspecified) | 3 | -6 | 0 | -3 | -1 | · | 11 | -1 | -0.1 | 1
FC(F)(F)c1nc2ccccc2nc1N/N=C/c1c(Cl)cccc1Cl | 11 | -1 | -1 | -8 | 2 | 7 | 3 | -4 | -1.1 | 4
COC(=O)c1sccc1NC(=O)Nc1cccc(C)c1 | -9 | 0 | -8 | -5 | 4 | -26 | 10 | -2 | -0.3 | 16
O=C(COc1ccc(F)cc1)Nc1nc2c(s1)CCCC2 | 8 | 0 | 3 | -6 | 1 | -8 | 11 | -4 | -2.0 | 1
NC(=O)C1CCN(c2ncc(Br)s2)CC1 | 27 | -5 | 3 | 0 | · | · | · | · | · | ·
Cc1cc(S(=O)(=O)Nc2ccc(C(=O)NCC3(N4CCCCC4)CCCCC3)cc2)ccc1F | 4 | 5 | -3 | 11 | -2 | -6 | 6 | -2 | 2.2 | 2
COc1ccc(CNc2nn3c(-c4cccc(C(=O)N(C)C)c4)cnc3s2)cc1 | -8 | 1 | 22 | 27 | -3 | · | 8 | 5 | 2.2 | -9
C[C@H]1CN([C@@H](C)CO)S(=O)(=O)c2ccc(Br)cc2O[C@@H]1CN(C)C(=O)Cc1ccccc1 | 4 | -8 | -3 | -1 | -1 | 2 | -8 | 1 | -1.8 | 1
O=C(Nc1ccc(Oc2cccnc2)cc1)C1CCN(Cc2cc(Cl)ccc2O)CC1 | -2 | 1 | -2 | -3 | -3 | -9 | 3 | -2 | -0.7 | 6
O=C(OC1Cn2c(=O)ccc(=O)n2C1)c1ccccc1 | 2 | 3 | 0 | 1 | 1 | 3 | 8 | 3 | -1.6 | -6
CCOC(=O)N1CCN(C(=O)CSc2nnc(-c3ccc(C(C)(C)C)cc3)o2)CC1 | 2 | -4 | 2 | 4 | -2 | 0 | -2 | 0 | -1.4 | -1
CCOCCCn1c(SCC(=O)Nc2cc(OC)ccc2OC)nc2ccccc2c1=O | -6 | -1 | -2 | 5 | 2 | -23 | -16 | -7 | 0.1 | 6

Printed as active in ARFGAP1 inhibitor, among the entries above:
| smiles | NR1D1 modulator | NPR1 activator | NPR2 activator | SMARCA2 activ | HTRA1 inhibitor | ARFGAP1 inhibitor | PG9 binder | ASAP1 inh |
| --- | --- | --- | --- | --- | --- | --- | --- | --- |
| CCc1cccc(C)c1NC(=O)CSc1nnc(CCCOc2ccc(Cl)cc2Cl)n1C | 0 | -9 | -5 | -4 | -3 | 25* | 1.6 | 10 |
